# PI5P4Ka inh – inhibitors of human PI5P4K alpha. P48426. PI5P4Kalpha enzyme, ADP-Glo luminescence, 60 min; stronger effect = lower value. max response, %. 1.2% of 330,000 active; active = max response of -50% or lower; inconclusive = between -30% and -50%; inactive = -30% or higher; note: value at the top dose of about 77 µM; % is set by controls: 0 for no effect and ±100 for the full control effect
# Target sequence (P48426 whole entry, looked up): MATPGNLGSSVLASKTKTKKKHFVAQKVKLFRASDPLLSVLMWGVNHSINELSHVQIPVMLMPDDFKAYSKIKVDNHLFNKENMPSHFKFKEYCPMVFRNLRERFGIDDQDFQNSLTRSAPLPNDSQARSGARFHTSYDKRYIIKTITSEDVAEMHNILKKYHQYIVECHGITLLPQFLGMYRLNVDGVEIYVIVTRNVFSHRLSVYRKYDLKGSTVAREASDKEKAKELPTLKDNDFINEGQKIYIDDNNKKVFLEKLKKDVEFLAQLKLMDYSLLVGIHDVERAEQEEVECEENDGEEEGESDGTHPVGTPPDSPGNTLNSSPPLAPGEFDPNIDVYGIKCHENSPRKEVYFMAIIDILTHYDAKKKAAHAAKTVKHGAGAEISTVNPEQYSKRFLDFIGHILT
#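 Compounds were pin-transferred onto PI5P4Kalpha and substrate in HEPES pH 7.4 buffer with EGTA, CHAPS and 5% DMSO. ATP (5 microM final) started the reaction, which ran 60 minutes at room temperature before ADP-Glo detection.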
# WRN helicase inh – WRN helicase (human) inhibition; Potency, µM (top dose mostly 114 µM), for inactives: at the top dose activity change, negative = inhibition, most hits filed as inhibitors; WRN helicase unwinding, fluorescent forked duplex, kinetic; 0.46% of 360,000 active; AID 651768; note: potency is the fitted concentration of half-maximal effect; % is set by controls: 0 for no effect and ±100 for the full control effect; nearly all actives have a fitted effect of over 55% in size
#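 Screening of the MLSMR collection measured strand separation of a quenched forked DNA duplex (100 nM) by 20 nM WRN with 2 mM ATP, all final. Compounds were preincubated with enzyme 15 min at room temperature.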
# EPAC1 agonist – EPAC1 (human) agonism | Potency, µM (doses to about 154 µM), for inactives: at the highest dose activation, hits mostly activators | EPAC1 agonist qHTS, biochemical assay; response scale: 100% = response to 6.5 mM cAMP | 0.073% of 360,000 active | AID 720707; note: potency is the fitted concentration of half-maximal effect; nearly all actives have a fitted effect of over 60% in size
#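 EPAC1 100 nM, Rap1B–BODIPY-GDP 250 nM, unlabeled GDP 50 uM; compound titration; 5 min RT; kinetic read ex480/em540 at 5-min intervals ×30 min; data normalized to 6.5 mM cAMP agonist control.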
# EPAC1 antagonist – antagonists of human EPAC1; EPAC1 GEF assay, Rap1b-BODIPY-GDP exchange fluorescence; Potency, µM (top dose mostly 115 µM), for the others: top-dose activity change, negative = inhibition, most hits filed as inhibitors; 0.14% of 360,000 active; AID 720709;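 note: potency is the fitted concentration of half-maximal effect; plate controls were vehicle for no effect and positive control for full effect; nearly all actives have a fitted effect of over 50% in size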
# Abeta rescue – A-beta toxicity reversal in yeast. yeast expressing A-beta42, growth rescue, OD600, 48 h; response scale: 0% DMSO, 100% iron-clioquinol control. 0.063% of 410,000 active. Potency, µM (titrated, usually from 46.1 µM), inactives show at the top dose growth rescue, actives largely listed as activators; note: potency is the fitted concentration of half-maximal effect; nearly all actives have a fitted effect of over 55% in size
#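 Growth rescue measured by 600 nm absorbance after 48 h yeast culture at 30 C with compound. Values normalized between DMSO and an equimolar ferric chloride plus clioquinol control.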
# PLK1 PBD block – PLK1 (human) polo-box domain binding inhibition. P53350. 2.8% of 360,000 active. Plk1 PBD binding of FITC phosphopeptide, fluorescence polarization. Potency, µM, for inactives: max response, negative = inhibition, hits mostly inhibitors; note: potency is the fitted concentration of half-maximal effect; series mostly up to about 57 µM; % is set by controls: 0 for no effect and ±100 for the full control effect; nearly all actives have a fitted effect of over 65% in size
# Target sequence (P53350 whole entry, looked up, the tested form may be a part): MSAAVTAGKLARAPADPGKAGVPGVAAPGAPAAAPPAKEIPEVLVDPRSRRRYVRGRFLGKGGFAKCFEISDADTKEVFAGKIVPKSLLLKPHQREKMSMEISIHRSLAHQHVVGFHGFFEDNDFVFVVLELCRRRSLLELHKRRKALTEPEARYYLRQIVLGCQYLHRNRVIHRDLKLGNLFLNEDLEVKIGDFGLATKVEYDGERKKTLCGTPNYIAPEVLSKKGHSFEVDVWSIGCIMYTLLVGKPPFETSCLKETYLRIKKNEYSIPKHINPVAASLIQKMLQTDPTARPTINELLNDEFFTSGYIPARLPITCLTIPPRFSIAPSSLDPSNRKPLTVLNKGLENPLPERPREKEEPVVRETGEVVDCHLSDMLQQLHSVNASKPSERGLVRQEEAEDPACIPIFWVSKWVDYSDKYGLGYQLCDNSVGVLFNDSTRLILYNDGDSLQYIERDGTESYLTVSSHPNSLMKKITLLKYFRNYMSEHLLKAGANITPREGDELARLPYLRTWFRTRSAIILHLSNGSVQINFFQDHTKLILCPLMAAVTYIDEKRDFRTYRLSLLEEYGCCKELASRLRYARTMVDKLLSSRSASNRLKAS
# FUS yeast rescue – rescues growth of FUS-expressing yeast; 0.24% of 390,000 active; Potency, µM (doses to about 76.6 µM), for the others: at the top dose growth rescue (activation), most hits filed as activators; AID 1347120; S. cerevisiae FUS-expressing, growth rescue, OD600, 24 h;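 note: potency is the fitted concentration of half-maximal effect; plate controls were DMSO vehicle for no effect and reference control for full effect; nearly all actives have a fitted effect of over 55% in size; some results filed as inactive show a strong effect at the top dose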
#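 Compound concentration series was pinned onto galactose-induced FUS-expressing yeast seeded at OD 0.005. Plates sat 24hr at 30C; absorbance at 600 nm gave growth. DMSO served as background control.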
# IL-2 act – activators of IL-2. 0.065% of 360,000 active. activation, % (series mostly up to about 46 µM). AID 652025. IL-2 activation reporter assay, cell-based qHTS; stimulated with anti-CD3/CD4/CD28 beads; in transgenic mouse T cells; in the data active = activation above about 50%; inconclusive = mostly about 30% to 49%; note: 0% is about no effect
#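 First, unstimulated transgenic mouse T cells were exposed to compound for 60 min. Next, anti-CD3/anti-CD4-coated beads with anti-CD28 were added. Finally, after 18 h at 37 degrees C, EGFP and DsRed were imaged.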
# The depositor's hits bear a star; ? = inconclusive; . = no result given; [ ] = dose if it differs, or a comment. Unless noted, calls come from the whole dose curve; as a rule, active = well fitted curve in the direction sought with a large enough effect; inconclusive = small, poorly fitted or top-dose-only effect, or another doubt; inactive = no such curve, though single readings can be large; an effect the other way counts as inactive or inconclusive. Not a hit list (roughly 4.1% active in at least one column).
No.	SMILES	EPAC1 antagonist	PI5P4Ka inh	EPAC1 agonist	WRN helicase inh	PLK1 PBD block	Abeta rescue	FUS yeast rescue	IL-2 act
1	CCOC(=O)C(NC(=O)Nc1ccc(Cl)cn1)(Oc1ccccc1)C(F)(F)F (stereo unspecified)	-13%	0	-1%	-3%	?	17%	-12%	-1.0
2	Brc1ccc(-c2csc3[n+]2CCCCC3)cc1	5%	-3	12%	-1%	-12%	8%	-8%	0.0
3	O=C(NC(Cc1ccccc1)C(=O)N1CCN(S(=O)(=O)c2ccccc2F)CC1)c1ccccc1 (stereo unspecified)	-16%	8	-2%	6%	?	7%	-7%	0.2
4	CCN1CCN(c2oc(-c3ccc([N+](=O)[O-])cc3)nc2C#N)CC1	19%	-7	-10%	7%	-3%	-10%	-20%	-4.4
5	O=C(NCc1ccc(F)cc1)c1cc(C2CCCCN2C(=O)C2CCCCC2)on1 (stereo unspecified)	11%	1	-1%	4%	3%	-9%	26%	0.0
6	CC1CC(OC(=O)c2ccccc2C(=O)c2ccc(Cl)cc2)C(=O)O1 (stereo unspecified)	-14%	-3	3%	-17%	-1%	2%	4%	0.5
7	O=C(O)c1cccnc1SCc1cn2cc(Cl)ccc2n1	6%	3	12%	-1%	-14%	5%	-1%	-3.4
8	O=C(NNC(=O)c1cc(-c2ccncc2)nc2ccccc12)c1ccccc1O	-18%	-9	10%	-19%	-8%	-18%	35%	1.0
9	CC(OC(=O)CNS(=O)(=O)/C=C/c1ccccc1)C(=O)Nc1ccc(S(=O)(=O)N2CCCC2)cc1 (stereo unspecified)	-29%	-18	5%	-6%	-5%	27%	17%	0.6
10	Cc1cccc(NC(=O)c2nc[nH]c2C(=O)NCC(=O)OC(C)(C)C)c1	-20%	13	-12%	-3%	-7%	?	25%	-0.8
11	Cc1cccc(Nc2nnc(SCC(=O)c3c(N)n(C4CC4)c(=O)[nH]c3=O)s2)c1C	-12%	-3	-8%	2%	-14%	-20%	-2%	5.4
12	c1ccc2c(c1)C(=Nn1cnnc1)c1ccccc1-2	7%	.	15%	12%	-7%	-22%	16%	-2.1
13	Cc1ccc(C(C(=O)NCC2CCCO2)N(C(=O)c2snc(C(N)=O)c2N)c2ccc(F)cc2)o1 (stereo unspecified)	2%	-4	-2%	7%	-11%	12%	14%	-0.4
14	COc1cccc(-c2cc(C(=O)NCC3CCCO3)c3ccccc3n2)c1 (stereo unspecified)	6%	-13	-9%	4%	-20%	?	.	0.0
15	Nc1nnc(COc2ccc(Br)cc2Br)s1	13%	.	-6%	-1%[57.1 µM]	2%	2%	2%	-1.8
16	CCN(CC)CCNC(=O)c1c(O)c2cccc3c2n(c1=O)CCC3	-4%	0	0%	5%	-3%	-8%	.	-0.8
17	COC(=O)c1ccccc1NC(=O)C12CC3CC(C1)CC(n1cnc(Cl)n1)(C3)C2	-1%	-1	10%	3%	-7%	3%	39%	-1.9
18	COc1cc(OC)cc(C(=O)N2CCN(C(=O)Cc3ccccc3)CC2)c1	-6%	-8	4%	-4%	-4%	10%	1%	4.6
19	COC(=O)c1[nH]c2ccccc2c1NC(=O)CNC1CCCCC1	-8%	.	2%	4%	-4%	-1%	23%	2.8
20	Fc1ccccc1N=C1NN=C(c2ccccc2)CS1	-24%	1	7%	-6%	-8%	20%	29%	-0.9
21	Nc1nc(-c2ccc(Cl)cc2)cn1N	17%	5	-1%	-5%	?	14%	22%	1.5
22	CC1(c2ccccc2)CC(C)(C)N(C(=O)c2cc([N+](=O)[O-])cc([N+](=O)[O-])c2)c2ccccc21 (stereo unspecified)	-7%	10	6%	-1%	-2%	17%	.	2.6
23	CC(C)n1c(N2CCN(C(=O)Nc3ccc(Cl)cc3)CC2)nc2ccccc21	-4%	-2	-6%	6%	-7%	-14%	-7%	-0.8
24	COc1ccc(/C=N/NC(=O)C(Cc2c[nH]c3ccccc23)NC(=O)OCC(C)C)cc1[N+](=O)[O-] (stereo unspecified)	0%	0	-2%	-2%	-5%	-8%	-7%	-1.5
25	CC1Sc2ccc(C#N)cc2N(Cc2cccc(C(F)(F)F)c2)C1=O (stereo unspecified)	-15%	9	-12%	-13%	-6%	-8%	-14%	-0.2
26	COc1ccc(S(=O)(=O)N(C(=O)c2ccco2)c2cc3sc(=O)oc3c3ccccc23)cc1	?	-61*	9%	45µM*	-21%	7%	30%	-0.5
27	CCOc1ccc(N(C)S(=O)(=O)c2cc(-c3cc(C)no3)ccc2C)cc1	8%	9	1%	-4%	1%	-23%	24%	-3.3
28	O=C(COC(=O)Cc1ccsc1)Nc1ccc(Br)cc1	-9%	3	-8%	-15%	-7%	-7%	-13%	0.3
29	Cc1c(-n2c(SCC(C)C)nc3ccccc3c2=O)c(=O)n(-c2ccccc2)n1C	5%	8	-2%	4%	-6%	-5%	9%	-2.0
30	COc1ccc2nc(NC(=O)C3CCCO3)sc2c1 (stereo unspecified)	-25%	3	-4%	-5%	-5%	5%	-6%	-0.4

# Whole records as entered above. Values in the order: EPAC1 antagonist | PI5P4Ka inh | EPAC1 agonist | WRN helicase inh | PLK1 PBD block | Abeta rescue | FUS yeast rescue | IL-2 act
# Profile of `CC1Sc2ccc(C#N)cc2N(Cc2cccc(C(F)(F)F)c2)C1=O` (stereo unspecified) : -15% | 9 | -12% | -13% | -6% | -8% | -14% | -0.2
# Profile of `Fc1ccccc1N=C1NN=C(c2ccccc2)CS1` : -24% | 1 | 7% | -6% | -8% | 20% | 29% | -0.9

# The listing continues:
No.	SMILES	EPAC1 antagonist	PI5P4Ka inh	EPAC1 agonist	WRN helicase inh	PLK1 PBD block	Abeta rescue	FUS yeast rescue	IL-2 act
31	CC(C)CC(=O)Nc1nc(-c2ccc(S(=O)(=O)N3CCOCC3)cc2)cs1	-15%	-10	?	-14%	-24%	-6%	16%	-0.5
32	COc1ccccc1N1CCN(C(=O)c2cccc(C(=O)N3CCN(c4ccccc4OC)CC3)c2)CC1	-10%	9	0%	0%[57.1 µM]	5%	13%	36%	-0.3
33	Nc1ccc(Oc2ccc3c(c2)OCO3)cc1	8%	-3	7%	-1%	-12%	-1%	26%	-1.3
34	CC(C)CCNC(=S)Nc1ccc([N+](=O)[O-])cc1	-14%	0	-5%	-21%[57.1 µM]	?	-92%[inhibitor]	0%	-3.3
35	Nc1ccc(-c2nc3c(ccc4ccccc43)[nH]2)cc1	-27%	-2	10%	-30%	-4%	-25%	-16%	0.0
36	N/C(=N\OC(=O)CCCN1C(=O)c2ccccc2C1=O)c1ccccn1	2%	0	4%	1%	-3%	-13%	13%	3.7
37	O=C(COC(=O)c1ccccc1Oc1ccccc1)NC1CC1	-10%	-1	5%	-5%	7%	8%	-17%	-0.7
38	N#CCSc1ccc2nc(-c3ccccc3)cn2n1	-14%	7	-1%	3%	-7%	4%	-25%	1.9
39	O=C(CN1CCN(c2ccccn2)CC1)NC1CCCCC1	2%	-5	13%	-26%	-4%	1%	-10%	0.6
40	CCCCCCCCCCCCCCCC[N+](C)(C)CCN(Cc1ccc(OC)cc1)c1ncccn1	?	?	-9%	-29%	-21%	-93%[inhibitor]	?	-0.5
41	CCN(CC)S(=O)(=O)c1ccc(N=Nc2c(C)[nH]n(C(N)=S)c2=O)cc1	-1%	?	0%	0%	?	1%	22%	-1.6
42	CCC(C)c1ccc(NC(=S)N2CCCC2)cc1 (stereo unspecified)	-10%	0	-7%	7%	-21%	?	-7%	-3.4
43	CC(C)CCNC(=O)COc1cccc2c1OC(C)(C)C2	5%	2	-15%	-10%	1%	-3%	11%	-0.6
44	C/C(=N/Nc1cc(-c2ccccc2)nc(-c2ccccc2)n1)c1ccc(O)cc1	-11%	-1	17%	-14%	0%	-56%[inhibitor]	.	-5.0
45	Cc1cc(SCC(=O)NCCN2C(=O)CSC2=O)nc2c(C)cccc12	?	0	5%	4%	-2%	1%	10%	-1.8
46	CCN(CC)S(=O)(=O)c1ccc(C(C)NC(=O)C2CCCN2C(=O)c2cccs2)cc1 (stereo unspecified)	-5%	-18	-9%	16%	-2%	7%	-5%	0.6
47	O=C1CCCc2c1cc(C(=O)NCc1ccco1)c(=O)n2-c1ccccc1	-7%	11	10%	-2%	-3%	8%	0%	1.8
48	COC(=O)/C(N=Nc1cccc(C(F)(F)F)c1)=C(\C)O	0%	11	-11%	10%	-4%	3%	-16%	-0.8
49	COc1cc2cc(CN(CCCO)S(=O)(=O)c3ccccc3)c(=O)[nH]c2cc1OC	4%	.	-6%	-10%	0%	25%	-4%	-0.1
50	O=C(Cc1ccccc1)NCc1ccc(F)cc1	-27%	-8	0%	-2%	-1%	-4%	-11%	-2.2
51	COc1ccc(N2CC(C)Cn3c2nc2c3c(=O)n(Cc3ccccc3)c(=O)n2C)c(OC)c1 (stereo unspecified)	-18%	3	10%	-12%	-13%	-5%	33%	-0.4
52	COc1ccc(-n2nc3c(N4CCC(C(=O)NCCc5ccco5)CC4)nnc(C)c3c2C)cc1	1%	-7	7%	-11%	27µM*	8%	15%	-0.9
53	COc1cc(CC(=O)OCC(=O)N2CCCCC2C)cc(OC)c1OC (stereo unspecified)	-2%	9	2%	-2%	-5%	-8%	-10%	2.1
54	NC(Cc1ccc(Cl)cc1)c1csc(Nc2ccc(-c3ccccc3)nn2)n1 (stereo unspecified)	-9%	-20	-1%	-1%	-17%	-2%	28%	-0.4
55	O=C1CCc2cc(NS(=O)(=O)c3ccccc3)cc3c2N1CC3	-11%	-3	13%	5%	-8%	-6%	-6%	0.2
56	O=C(C1=C(O)C(=O)N(CC2CCCO2)C1c1ccccc1[N+](=O)[O-])c1ccco1 (stereo unspecified)	18%	5	-1%	2%	-11%	-5%	25%	0.1
57	COc1cc(C(=O)Nc2cccc(C)n2)ccc1OCC(=O)N1CCOCC1	11%	1	0%	-15%	-12%	2%	-8%	0.3
58	Cc1ccc(SC2CCN(C(=O)C3CCC(=O)N(C4CC4)C3)CC2)cc1 (stereo unspecified)	39%[activator]	8	-3%	3%[57.1 µM]	-17%	18%	1%	3.3
59	CCOc1ccc(OCCSc2nc3ccccc3[nH]2)cc1	-19%	.	27%	197%[activator]	-6%	-14%	-13%	-3.0
60	CCNC(=S)N/N=C(\C)c1ccc2c(c1)OCCO2	-12%	?	2%	4%	-2%	17%	-28%	-0.7
61	CC(NC(=O)CSC1=NCCS1)c1ccccc1 (stereo unspecified)	4%	-2	-5%	-7%	-4%	9%	.	-1.4
62	CCN(Cc1ccccc1)S(=O)(=O)c1c(C(=O)N2CCCC2)c(C)n(C)c1C	-26%	1	-7%	2%	-24%	3%	-9%	-3.3

# High-throughput results: PubChem BioAssay, National Center for Advancing Translational Sciences (NCATS)
